STAT3 inh: IL-6 driven STAT3 reporter inhibitors, primary screen, U3A cells, luciferase, luminescence, MLSCN library; IL-6 STAT3-luciferase reporter; host cell line lacks STAT1; 190,000 tested, 0.89% active; inhibition, % at 5.5 µM;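 active = inhibition above the mean inhibition across all screened compounds plus 3 SD, cut at about 44% in these data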;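 also: 0% = DMSO only wells and 100% = 100 µM nifuroxazide control wells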
SRC2 TRFRET art: TR-FRET signal artefacts, primary screen, artefact control for PPARgamma SRC-2 agonist project, biochemical; TR-FRET artefact counter-screen; stronger effect = higher value; TR-FRET ratio at 8 µM; 200,000 tested, 0.4% active; AID 1049, 2008; in the data active = TR-FRET ratio above about 2000; also: inactives centre near 1500
STAT1 inh: STAT1 signaling inhibitors, primary screen, cell-based, HTS, luciferase reporter | inhibition, % at 5.5 µM | NIH 3T3 STAT1-luciferase reporter, IFN-gamma, luminescence | AID 920, 2007 | 200,000 tested, 0.35% active;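 active = inhibition above a set limit, the mean inhibition across all tested compounds plus 3 SD, cut at about 34% in these data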;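 also: 0% = IFN-gamma with DMSO and 100% = IFN-gamma with 300 µM nifuroxazide; values of inactives mirror those of a sister screen read the other way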
PPARg SRC-1 ag: PPARgamma agonists recruiting SRC-1 coactivator, primary screen, biochemical. Peroxisome proliferator-activated receptor gamma (Homo sapiens), P37231. PPARgamma-SRC-1 coactivator recruitment biochemical assay. activation, % at 8 µM. 200,000 tested, 0.41% active; in the data active = activation above about 19%;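 also: 0% = DMSO and 100% = reference agonist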
Target sequence (P37231 whole entry, looked up): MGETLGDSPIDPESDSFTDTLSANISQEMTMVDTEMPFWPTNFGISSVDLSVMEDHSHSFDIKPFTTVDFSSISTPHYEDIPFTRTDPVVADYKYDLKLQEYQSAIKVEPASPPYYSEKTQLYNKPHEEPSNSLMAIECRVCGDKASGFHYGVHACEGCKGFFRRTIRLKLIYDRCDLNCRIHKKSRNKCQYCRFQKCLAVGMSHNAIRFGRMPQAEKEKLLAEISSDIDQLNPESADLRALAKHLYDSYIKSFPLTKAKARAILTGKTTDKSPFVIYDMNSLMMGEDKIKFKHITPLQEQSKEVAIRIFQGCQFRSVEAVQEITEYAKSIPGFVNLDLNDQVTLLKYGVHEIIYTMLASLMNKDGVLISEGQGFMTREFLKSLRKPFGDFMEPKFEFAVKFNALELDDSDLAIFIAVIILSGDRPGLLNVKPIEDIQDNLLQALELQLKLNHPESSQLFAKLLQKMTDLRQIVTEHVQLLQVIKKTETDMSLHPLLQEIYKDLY
PPARg SRC3 recr: PPARgamma agonists recruiting SRC-3 coactivator, primary screen, biochemical; Peroxisome proliferator-activated receptor gamma (Homo sapiens), P37231; biochemical PPARgamma/SRC-3 coactivator recruitment assay; activation, % at 8 µM; 200,000 tested, 0.26% active; AID 731, 2007; in the data active = activation above about 23%;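 also: 0% = DMSO and 100% = reference agonist; some compounds past the cut are filed as inactive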
TNAP act hi DEA: TNAP activators at high phosphate acceptor level, primary screen, biochemical, luminescence, uHTS; purified TNAP, CDP-star luminescence, 1 M DEA, 30 min; stronger effect = higher value; 0 = EDTA background, 1 = DMSO-only activity; 200,000 tested, under 10 active; Alkaline phosphatase, tissue-nonspecific isozyme (Homo sapiens), P05186; activation factor at 20 µM;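 active = activation factor at least 2 at 20 µM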
Target sequence (P05186 whole entry, looked up): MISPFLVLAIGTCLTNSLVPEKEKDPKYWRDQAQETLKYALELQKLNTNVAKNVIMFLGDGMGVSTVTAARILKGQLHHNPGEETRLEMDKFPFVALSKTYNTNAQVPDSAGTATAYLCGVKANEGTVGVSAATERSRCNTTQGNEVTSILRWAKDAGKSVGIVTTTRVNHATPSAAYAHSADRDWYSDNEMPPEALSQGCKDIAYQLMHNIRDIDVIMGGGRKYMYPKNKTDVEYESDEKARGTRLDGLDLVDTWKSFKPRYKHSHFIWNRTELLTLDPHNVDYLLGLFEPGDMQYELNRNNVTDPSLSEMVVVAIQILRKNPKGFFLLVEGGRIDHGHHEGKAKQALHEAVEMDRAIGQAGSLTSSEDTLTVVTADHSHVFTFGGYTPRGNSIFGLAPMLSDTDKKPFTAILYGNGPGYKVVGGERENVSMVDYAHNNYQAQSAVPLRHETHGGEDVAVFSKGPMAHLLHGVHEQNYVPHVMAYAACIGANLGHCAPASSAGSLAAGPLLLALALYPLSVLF
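Dosing: 20 µM single point. System: human TNAP. Amount: TNAP 1/800 final. Incubation: 30 min, room temperature. Read-out: TNAP activation factor scaled between EDTA and DMSO control wells. Signal: luminescence from CDP-star hydrolysis. Medium: 1 M DEA, pH 9.8, Mg2+, Zn2+. Control set: EDTA negative control, DMSO positive control.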
PPARg SRC-2 ag: agonists of PPARg-SRC-2 recruitment, primary screen, biochemical, HTS; AID 1032, 2008; activation, % at 8 µM; 200,000 tested, 0.34% active; Peroxisome proliferator-activated receptor gamma (Homo sapiens), P37231; PPARgamma LBD-SRC-2 recruitment; in the data active = activation above about 22%;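 also: 0% = vehicle and 100% = reference agonist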
ROMK primary: ROMK potassium channel modulators, primary screen, cell-based, thallium flux, MLSMR library; ATP-sensitive inward rectifier potassium channel 1 (Homo sapiens), P48048; Tet-inducible ROMK, thallium flux fluorescence; actives lie on both sides; B-score at 10 µM; 130,000 tested, 2% active;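 active = signal ratio slope over the read window, or its plate-corrected B-score, at least 3 SD from the plate mean, either direction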;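 also: B-score of the F/F0 ratio slope over 7 to 12 s after thallium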
bIAP inh: bovine intestinal alkaline phosphatase inhibitors, primary screen, selectivity assay for TNAP inhibitor project, biochemical, bovine IAP, CDP-star luminescence; AID 1019, 2008; alkaline phosphatase, intestinal [Bos taurus]; inhibition, % at 20 µM; 190,000 tested, under 10 active; purified bovine IAP, 30 min;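 active = over 50% inhibition of intestinal alkaline phosphatase at 20 µM in the single-dose screen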
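System: Purified bovine intestinal alkaline phosphatase (IAP) enzyme | Input: IAP diluted 1/65,000,000 in the well | Also added: CDP-star chemiluminescent phosphatase substrate, 30 µM final | Dosing: 20 µM single dose | Times: Enzyme reaction for 30 min at room temperature | Detection: Luminescence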
STAT3 act: IL-6 driven STAT3 reporter potentiators, primary screen, U3A cells, luciferase, luminescence, MLSCN library; IL-6 STAT3-luciferase reporter; 100% = signal with IL-6 EC80 alone; activation (% of control), % at 5.6 µM; 190,000 tested, 0.91% active; AID 871, 2007;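 active = activation above the screen-wide mean of compound activation plus 3 SD, cut at about 130% in these data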;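 also: 0% = background luminescence of wells with medium and substrate only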
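Material: human STAT1-deficient U3A cells with stable STAT3-luciferase reporter / Probe or stimulus: IL-6 stimulus at 33 ng/mL final / Schedule: 1 h compound pre-exposure, 6 h IL-6 stimulation, 37 °C / Technique: luminescence / Read-out basis: percent of IL-6-only median luminescence / Control set: IL-6-only high control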
bIAP activator: bovine intestinal alkaline phosphatase activators, primary screen, biochemical, bovine IAP, CDP-star luminescence; 200,000 tested, 0.17% active; activation factor at 20 µM; purified bovine IAP, 30 min; stronger effect = higher value; fold of DMSO-control signal, blank-subtracted;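 active = activation factor of 2 or more at 20 µM, a signal rise over negative controls twice the positive control's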
The depositor's hits bear a star; · = no result given. Compounds as they come; 3.7% or so of the library scored in one or more.

SMILES	STAT3 inh	SRC2 TRFRET art	STAT1 inh	PPARg SRC-1 ag	PPARg SRC3 recr	TNAP act hi DEA	PPARg SRC-2 ag	ROMK primary	bIAP inh	STAT3 act	bIAP activator
Cc1nn(CCCC(=O)Nc2cc(Oc3ccc(F)cc3)cc([N+](=O)[O-])c2)c(C)c1[N+](=O)[O-]	-14	1639	-3	-1	-2	1	2	0.0017	41	110	0.6
O=c1[nH]cnc2[nH]ncc12	0	1713	5	6	1	1.1	11	·	-1	102	1
Cn1c(=O)c2c(nc(N3CCCCC3)n2CCSc2nc3ccccc3s2)n(C)c1=O	-8	1644	6	6	0	1	-1	-0.12	-8	110	1.1
COc1ccc(C2CCCN2C(=S)Nc2ccc(C)cc2Cl)cc1OC (centres undefined)	14	1552	3	-9	2	1	0	-1	18	94	0.8
Cc1cc(NC(=O)COC(=O)[C@@H](NS(=O)(=O)c2ccccc2)C(C)C)no1	0	1549	4	-2	-3	1	3	-0.17	-9	101	1.1
CCC1(c2ccc(F)cc2)NC(=O)N(CC(=O)Nc2ccc(S(N)(=O)=O)cc2)C1=O (centres undefined)	-3	1695	-7	6	1	1	1	-0.92	-6	104	1.1
CCOC(=O)N1CC=C2C(C#N)=C(N)C(C#N)(C#N)[C@H](c3ccsc3)[C@H]2C1	2	1465	16	2	-4	1	0	-3	1	103	1
CCOc1ccc(-c2nnc(-c3cccs3)o2)cc1OCC	5	1553	-26	14	-1	1	3	·	6	99	0.9
CSc1nc(-c2ccco2)nn1S(=O)(=O)c1ccc(C)cc1	3	1666	16	5	7	1	5	·	-2	98	1
CC1=CC2=NC(=O)/C(=C\c3cccn3CCOc3ccccc3C)C(=N)N2O1	6	1694	10	-4	-1	1	-2	-0.083	23	97	0.8
O=C(c1ccco1)N1CCN(C(=O)c2cccc3c2C(=O)N(C2CCCCC2)C3)CC1	9	1575	-5	-3	1	1	4	0.13	7	100	0.9
COc1cccc(C2CC(c3cccc(C)c3)n3ncnc3N2)c1 (centres undefined)	-5	1426	5	2	2	1	-7	·	9	104	0.9
O=C(Nc1ccccc1)OCCNC(=O)c1cccc(Cl)c1	2	1473	-1	6	1	1.1	4	·	29	99	0.7
CCOC(=O)CCn1cnc2ccc([N+](=O)[O-])cc2c1=O	10	1681	2	-3	6	1	3	0.36	-2	97	1
CCOc1cc(/C=N/NC(=O)CN2CCCCC2)ccc1OCc1cccc(Cl)c1	1	1809	0	3	3	1	1	-4.6*	-4	97	1
COc1ccc(/C=C2/SC(=O)N(CCC(=O)Nc3ccc(C)cc3)C2=O)cc1OC	-2	1531	3	-6	1	1	-13	·	6	101	0.9
CCN1CNC(=S)N(c2cc(C)ccc2C)C1	3	1396	7	0	3	1	-6	·	-2	101	1
NC(=O)C1CCN(C(=O)N2c3ccccc3Sc3ccccc32)CC1	10	1643	3	13	-7	1.1	5	·	-2	94	1
CN(C)S(=O)(=O)c1cccc(NC(=S)Nc2ccc(Cl)cc2Cl)c1	22	1449	4	0	-3	1	0	0.64	29	87	0.7
CCc1ccccc1NC(=O)C1CC(c2ccc(F)cc2)=NO1 (centres undefined)	2	1591	4	4	12	1.1	10	·	3	102	1
CCC(C)(C)n1nnnc1CN1CCc2ccccc21	-53	1615	-4	-5	2	1	-5	-1.6	6	145*	0.9
COc1ccccc1/C=C/C(=O)NC(=S)Nc1ccc(S(=O)(=O)N(C)c2ccccc2)cc1	4	1375	5	6	-4	1	1	·	13	106	0.9
CCc1ccc(C2=NN(S(C)(=O)=O)C(c3cccs3)C2)cc1 (centres undefined)	-27	1388	-62	6	-1	1.1	-6	-0.79	3	126	1
COc1ccc(O)c(/C=N/Nc2nc3ccccc3[nH]2)c1	26	1754	-23	7	21	1	26*	-0.31	-11	84	1.1
Nc1nc(CN2CCOCC2)cs1	1	1590	-2	-5	-1	1	-6	0.15	-11	99	1.1
NC(=O)C1CCN(CC(=O)Nc2ccccc2Sc2ccc(Cl)cc2)CC1	3	1479	-2	0	3	1	7	·	9	94	0.9
Cc1cc2nc3c(nc2cc1C)C1(C(=O)O)CCC3(C)C1(C)C (centres undefined)	-6	1309	-2	-1	2	1	-4	·	6	110	0.9
O=C(NC1CCCC1)C(c1ccccc1)N(C(=O)c1ccno1)c1cccnc1 (centres undefined)	2	1614	4	-1	25	1.1	3	·	7	104	0.9
CN(c1ccccc1)S(=O)(=O)c1cccc(C(=O)NCCc2ccc(O)c(O)c2)c1	7	1735	-22	4	-1	0.9	4	0.22	-5	96	1
CCN(CC)CCOC(=O)c1ccc(NC(=O)COc2cc(=O)n(CC)c3ccccc23)cc1	22	1337	5	-1	2	1	-2	·	20	85	0.8
CC(CCc1ccccc1)NCC(O)c1ccc(O)c(C(N)=O)c1 (centres undefined)	9	1638	0	13	7	1	1	·	9	94	0.9
CCCCSCCCNC(=S)Nc1ccccc1C	12	1546	6	1	1	1	0	-1.3	·	96	0.4
CCCOc1ccc(C(=O)NCCc2ccccc2)cc1	50*	1441	24	-5	-3	1	-6	0.056	6	60	0.9
CCCCCSc1nncc(=O)[nH]1	10	1597	-4	6	3	1.1	0	·	8	95	0.9
Cc1ccc(CN2C(=O)N/C(=C/c3ccc4c(c3)n(C)c(=O)n4C)C2=O)cc1	38	1597	32	2	3	1	5	·	-10	69	1.1
CCc1c(C)c(C#N)c2nc3ccccc3n2c1N(C)C	1	1271	1	0	-2	1	-16	0.26	0	102	1
O=C(NNC(=S)Nc1ccccc1)Nc1ccccc1	1	1482	-22	0	-2	1	4	-0.33	-12	103	1.1
CCOC(=O)c1c(NC(=O)CN2C(=O)NC3(CCCCC3C)C2=O)sc(C)c1C (centres undefined)	-4	1528	1	9	2	1	6	-0.077	10	105	0.9
Cn1c(=O)c2c(-c3ccc(C(C)(C)C)cc3)n(CC3CCCO3)cc2n(C)c1=O (centres undefined)	6	1638	0	0	5	1.1	-1	·	4	98	1
COc1cc2c(cc1OC)CN(CC(=O)NC(=O)NCc1ccccc1)CC2	-4	1694	-4	4	1	0.9	-4	0.019	4	109	1
Cc1ccccc1OCC(O)Cn1nnc2ccccc21 (centres undefined)	-6	1393	-50	-1	11	1	6	-1.3	-1	108	1
CCC(C(=O)NCc1ccco1)N(C(=O)CNS(=O)(=O)c1ccc(C)cc1)c1ccccc1OC (centres undefined)	21	1585	2	3	11	1.1	9	0.79	6	90	0.9
Cc1cccc(OCC2CCCN(Cc3nc(C4CC4)no3)C2)c1 (centres undefined)	-1	1656	-1	3	0	1	4	-0.96	0	105	1
O=C(O)c1ccccc1S(=O)(=O)NCC(O)COC1CCCCC1 (centres undefined)	0	1615	0	12	5	1	5	-0.0072	8	102	0.9
COc1cccc(C2=CC(c3cccc(OC)c3OC)n3nnnc3N2)c1 (centres undefined)	12	1697	12	0	1	1	11	·	10	95	0.9
CC(=O)Nc1ccccc1C(=O)C(=O)Nc1cccc(C(=O)NCc2ccccc2)c1	14	1599	9	2	3	1	-1	0.15	2	87	1
COC(=O)N(C)CCCC1(C)C(=O)N(C)c2ccc(O)cc21 (centres undefined)	7	1559	4	-1	4	1	-3	0.23	8	101	0.9
CC(=O)N1CCc2cc(S(=O)(=O)NCCC(=O)Nc3cc(C)cc(C)c3)ccc21	-6	1518	-3	-8	-6	1	-1	0.83	12	108	0.9
CCN(Cc1ccncc1)Cc1cn(C)nc1-c1ccc(Oc2ccccc2)cc1	1	1630	-1	9	6	1.1	13	0.038	-12	101	1.1
O=C(N1CCOCC1)C(F)(F)C(F)(F)C(F)(F)C(F)(F)C(=O)N1CCOCC1	2	1510	0	1	-8	1	0	·	-7	103	1.1
COc1ccc(C(=O)N/N=C/c2ccccn2)cc1OC	-2	1617	-4	7	4	1	18	-0.0049	-29	107	1.3
NC(N)=N/N=C/c1cccc(Cl)c1Cl	13	1564	4	-2	-2	0.9	3	-0.25	-1	93	1

Quoted from the listing for reference:
SMILES	STAT3 inh	SRC2 TRFRET art	STAT1 inh	PPARg SRC-1 ag	PPARg SRC3 recr	TNAP act hi DEA	PPARg SRC-2 ag	ROMK primary	bIAP inh	STAT3 act	bIAP activator
COc1ccccc1/C=C/C(=O)NC(=S)Nc1ccc(S(=O)(=O)N(C)c2ccccc2)cc1	4	1375	5	6	-4	1	1	·	13	106	0.9
CCc1ccc(C2=NN(S(C)(=O)=O)C(c3cccs3)C2)cc1 (centres undefined)	-27	1388	-62	6	-1	1.1	-6	-0.79	3	126	1
COc1ccc(O)c(/C=N/Nc2nc3ccccc3[nH]2)c1	26	1754	-23	7	21	1	26*	-0.31	-11	84	1.1
Nc1nc(CN2CCOCC2)cs1	1	1590	-2	-5	-1	1	-6	0.15	-11	99	1.1
NC(=O)C1CCN(CC(=O)Nc2ccccc2Sc2ccc(Cl)cc2)CC1	3	1479	-2	0	3	1	7	·	9	94	0.9
Cc1cc2nc3c(nc2cc1C)C1(C(=O)O)CCC3(C)C1(C)C (centres undefined)	-6	1309	-2	-1	2	1	-4	·	6	110	0.9
O=C(NC1CCCC1)C(c1ccccc1)N(C(=O)c1ccno1)c1cccnc1 (centres undefined)	2	1614	4	-1	25	1.1	3	·	7	104	0.9
CN(c1ccccc1)S(=O)(=O)c1cccc(C(=O)NCCc2ccc(O)c(O)c2)c1	7	1735	-22	4	-1	0.9	4	0.22	-5	96	1
CCN(CC)CCOC(=O)c1ccc(NC(=O)COc2cc(=O)n(CC)c3ccccc23)cc1	22	1337	5	-1	2	1	-2	·	20	85	0.8
CC(CCc1ccccc1)NCC(O)c1ccc(O)c(C(N)=O)c1 (centres undefined)	9	1638	0	13	7	1	1	·	9	94	0.9

Screening results (PubChem)
